Bfl-1 displacement = displacement of Bid BH3 peptide from Bfl-1 – biochemical, fluorescence polarization, FITC-Bid, mouse, primary screen (AID 432). FITC-Bid BH3 peptide fluorescence polarization displacement; higher % means a stronger effect. one-dose displacement, % at 20 µM; IC50 in µM for titrated hits. hit rate 0.02% among 64,000; in the data active means a potency from the dose series; inactive means the rest, 99 in 100 with displacement below about 15%; further: strong numbers were not always called active
LYP inhibition = LYP phosphatase inhibitors, primary screen, biochemical, DiFMUP fluorescence, recombinant catalytic domain, 10 µM (AID 606); inhibition, % at 10 µM; hits with a dose series show IC50 in µM; 52,000 tested, under 10 active; recombinant LYP catalytic domain, DiFMUP fluorescence; higher % means a stronger effect;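 active means IC50 under 40 µM in the dose-response test; inactive means IC50 of 40 µM or more, or never dose-tested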
HT1080 viability = HT1080 cell viability loss – fluorescence readout (AID 620); HT1080 viability, fluorescence; higher % means a stronger effect; hit rate 0.42% among 87,000; cytotoxicity, % at 10 µM; hits with a dose series show EC50 in µM;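 further: cells exposed to compound overnight then 4 h with Alamar Blue; 0% = vehicle DMSO and 100% = killing control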
TNAP inhibition = inhibition of tissue-nonspecific alkaline phosphatase – biochemical, luminescent (AID 518) | hit rate 0.09% among 64,000 | purified TNAP enzyme, luminescent substrate readout; higher % means a stronger effect | one-dose inhibition, % at 20 µM; IC50 in µM for titrated hits; in the data active means a potency from the dose series; inactive means the rest, 99 in 100 with inhibition below about 22%;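 further: plate controls were vehicle for no effect and reference inhibitor for full effect; many of its hits are not listed in these tables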
HPDE-C7 viability = cytotoxicity in HPDE-C7 cells, cell-based, fluorescence, HTS (AID 430); HPDE-C7 pancreatic duct cells viability, fluorescence; higher % means a stronger effect; cytotoxicity, % at 10 µM; hits with a dose series show EC50 in µM; hit rate 1.8% among 63,000;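 further: cells exposed to compound for 48 hours before viability readout; 0% = vehicle and 100% = reference cytotoxic drug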
Spn PMK inh = inhibitors of Streptococcus pneumoniae phosphomevalonate kinase | inhibition, % at 10 µM | purified PMK, PK/LDH-coupled NADH absorbance 340 nm | AID 539 | hit rate 0.49% among 65,000;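 active means top-ranked compounds by inhibition in the single 10 µM screen, taking a fixed number of the strongest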;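 further: 0% = full reaction with DMSO carrier and 100% = background rate without enzyme reaction; no value below 0 was filed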
MK inhibit = inhibitors of Streptococcus pneumoniae mevalonate kinase; purified MK, PK/LDH-coupled NADH absorbance 340 nm; inhibition, % at 10 µM; hit rate 0.48% among 65,000; AID 555;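 active means ranked among the strongest by inhibition in the single 10 µM screen, a fixed top-ranked set picked for dose follow-up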; further: no value below 0 was filed
KRASV12 cytotoxicity = cytotoxicity in KRAS-transformed pancreatic duct cells, primary screen, cell-based, fluorescence, HTS (AID 431) | HPDE-C7K KRASV12 cells, Alamar Blue viability, 48 h; higher % means a stronger effect | hit rate 1.7% among 63,000 | cytotoxicity, % at 10 µM; hits with a dose series show EC50 in µM;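 active means compounds whose percent cytotoxicity in the single-dose primary screen, scaled between solvent and toxic-drug controls, exceeds 50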;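 further: 0% = DMSO solvent wells and 100% = doxorubicin-treated wells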
Spn DPM-DC inh = inhibitors of Streptococcus pneumoniae diphosphomevalonate decarboxylase; hit rate 0.49% among 65,000; calls only at 10 µM; purified DPM-DC, PK/LDH coupled NADH fluorescence;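 active means the 320 compounds with the highest percent inhibition in the single-dose primary screen, excluding strongly autofluorescent ones, cut at about 32% in these data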;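 further: kinetic rate of NADH fluorescence loss reporting ADP formed by the decarboxylase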
Spn PMK inh pilot replicates = further read-out of Spn PMK inh, marked with its call; inhibition, %; measured here: pilot screen replicates
MK inhibit pilot replicates = recorded beside MK inhibit, whose call it bears; inhibition, %; measured here: pilot screen replicates
Spn DPM-DC inh pilot screen % = further read-out of Spn DPM-DC inh, marked with its call; inhibition, %; measured here: pilot screen trials
* hit, by the source's call; i = inactive; . = not tested or not shown; + = active, no number. Unless noted, no stated cut-off is given here; in the data, active means cytotoxicity above about 50%; inactive means the rest.

SMILES | Bfl-1 displacement | LYP inhibition | HT1080 viability | TNAP inhibition | HPDE-C7 viability | Spn PMK inh | MK inhibit | KRASV12 cytotoxicity | Spn DPM-DC inh | others
CC(Sc1nnnn1C)C(=O)Nc1ccccc1-c1ccccc1 (stereo not drawn) | -8% | 0% | -2% | 9% | -7% | 9 | 0 | 2% | i
N#Cc1c(SCC(=O)N2CCOCC2)nsc1SCC(=O)N1CCOCC1 | -7% | 11% | -3% | 8% | -5% | 12 | 0 | -2% | i | Spn PMK inh pilot replicates=5.0;MK inhibit pilot replicates=2.5;Spn DPM-DC inh pilot screen %=1.0
Cc1nc2sc(C(c3ccccc3)N3CCN(C)CC3)c(O)n2n1 (stereo not drawn) | 4% | 5% | -12% | 5% | -1% | 5 | 4 | 5% | i
CCN1CCN(/C=N/c2nc3c(s2)CCCC3)CC1 | -1% | 11% | 23% | -1% | 10% | 13 | 0 | 5% | i
Cc1nc2ccc(NC(=O)N3CCSCC3)cc2s1 | -5% | -3% | 11% | 4% | -9% | 3 | 8 | -1% | i | Spn PMK inh pilot replicates=0.0;MK inhibit pilot replicates=3.0;Spn DPM-DC inh pilot screen %=0.0
CCCCc1nc(NCCN2CCOCC2)c(C#N)c2c1COC(C)(C)C2 | 4% | . | 2% | 12% | 8% | 2 | 11 | -11% | i | Spn PMK inh pilot replicates=2.0;MK inhibit pilot replicates=0.0;Spn DPM-DC inh pilot screen %=3.5
CCOC(=O)N1CCC(NC(=O)CS(=O)(=O)Cc2nc(-c3cccc(OC)c3)oc2C)CC1 | -2% | . | 1% | 0% | -2% | 7 | 6 | 4% | i
Cc1nn(Cc2ccccc2)c(C)c1NC(=O)CSc1nnc(-c2cc(Cl)ccc2O)n1C | -10% | -4% | 8% | 5% | -6% | 0 | 8 | -16% | i
CC12CCC(=O)N1C(C(=O)OCC(=O)Nc1sccc1C#N)CS2 (stereo not drawn) | 2% | 23% | 7% | -2% | -10% | 10 | 0 | 4% | i
Cc1ccc(CNC(=O)CCS(=O)(=O)c2cccc3nonc23)cc1 | 3% | 5% | -9% | 10% | -10% | 0 | 15 | -9% | i
Cn1c(=O)c2c(nc(CN3CCN(CCO)CC3)n2Cc2ccccc2Cl)n(C)c1=O | -3% | 9% | -10% | 2% | 1% | 16 | 11 | 6% | i
CCc1ccc(OCc2ccc(C(=O)NCc3ccccn3)o2)cc1 | 5% | -3% | -3% | -1% | -24% | 2 | 0 | -23% | i
O=C(CC(C(=O)N1CCc2ccccc21)n1ccnc1)N1CCc2ccccc2C1 (stereo not drawn) | -2% | 10% | -2% | -4% | 17% | 17 | 0 | 12% | i
CCN(CC)CCN1C(=O)C(=O)/C(=C(/O)c2ccc(C)cc2)C1c1cccnc1 (stereo not drawn) | -2% | 1% | -4% | 6% | -5% | 6 | 6 | -8% | i
CC1CCc2c(nc3ncnn3c2N2CCN(c3ccccc3F)CC2)C1 (stereo not drawn) | 3% | 9% | -6% | 14% | 0% | 10 | 0 | -6% | i
COc1cccc(-c2nnn(CCC(=O)O)n2)c1 | -2% | -7% | 23% | 7% | -16% | 11 | 10 | -2% | i
COc1ccccc1NC(=O)CSc1nc2ccccc2c(=O)n1CCNC(C)=O | 0% | 4% | 4% | 3% | -6% | 15 | 0 | 1% | i
Cc1noc(C)c1CSc1nnc(-c2ccccc2)n1Cc1ccco1 | -8% | . | 3% | 11% | -3% | 13 | 0 | 1% | i
COc1cc(C(=O)Nc2ccc3c(c2)OCO3)ccc1-n1cnnn1 | -3% | -21% | -2% | 6% | -13% | 12 | 14 | -16% | +
CCCc1nnc(NC(=O)Cn2c(=O)oc3ccccc32)s1 | . | -1% | 8% | . | . | 0 | 3 | . | i
CC12/C(=N/O)C3C4CC5C3/C(=N/O)C1C5C42 (stereo not drawn) | -8% | -6% | -3% | 6% | 5% | 7 | 6 | -3% | i
CC1=C(C(=O)OC(C)C)C(C2CC=CCC2)NC(=O)N1 (stereo not drawn) | -1% | 4% | 5% | 0% | -14% | 0 | 9 | -14% | i | Spn PMK inh pilot replicates=1.5;MK inhibit pilot replicates=0.5;Spn DPM-DC inh pilot screen %=0.0
CC1CCN(CCCn2c(=S)[nH]c3ccc(N4CCOCC4)cc3c2=O)CC1 | 7% | 2% | 6% | 8% | -12% | 14 | 0 | 1% | i
Cc1ccc(N2CCN(c3cc(C)nc4c5c(C)cc(C)nc5nn34)CC2)cc1 | -6% | 6% | 9% | 8% | 2% | 8 | 6 | 12% | i
CCC(C)(C)n1nnnc1C(C(C)C)N1CCSCC1 (stereo not drawn) | 0% | . | 2% | 16% | -1% | 6 | 5 | -10% | i
CCOC(=O)C1=C(C)NC(=O)NC1c1ccc(N(C)C)cc1 (stereo not drawn) | 5% | -1% | -10% | 13% | 20% | 3 | 0 | -8% | i
O=C(OCC(=O)N1CCN(c2ccccc2)CC1)c1ccc2ncsc2c1 | 2% | . | -7% | 12% | 3% | 11 | 29 | 8% | i
OCc1ccccc1CNCc1ccccc1 | 3% | -7% | -2% | 6% | -5% | 19 | 3 | -6% | i
Cc1ccc(S(=O)(=O)N2CCN(S(=O)(=O)c3ccc4c(c3)OCCO4)CC2)cc1 | -8% | -2% | 12% | 9% | -4% | 15 | 9 | 7% | i
O=C(Nc1cnn(Cc2ccc(F)cc2)c1)c1cnccn1 | 7% | 12% | 2% | 12% | -14% | 5 | 8 | -8% | i | Spn PMK inh pilot replicates=5.0;MK inhibit pilot replicates=4.0;Spn DPM-DC inh pilot screen %=0.0
O=C(c1ccc(Cn2c(=O)[nH]c3ccccc3c2=O)cc1)N1CCN(c2ccccn2)CC1 | -1% | . | 0% | -3% | 4% | 0 | 1 | 3% | i
O=C1C2CCCN2C(c2ccccc2)N1c1ccc(F)cc1 (stereo not drawn) | 0% | 8% | -4% | 6% | 3% | 0 | 8 | 5% | i
Cc1[nH]c2ccccc2c(=O)c1CN1CCCCC1 | -5% | -3% | 20% | 11% | 12% | 10 | 7 | 13% | i | Spn PMK inh pilot replicates=3.0;MK inhibit pilot replicates=0.0;Spn DPM-DC inh pilot screen %=0.5
COc1cccc(N2C(=O)N(c3ccccc3Cl)C3CS(=O)(=O)CC32)c1 (stereo not drawn) | -5% | 1% | 10% | 16% | -12% | 0 | 3 | -16% | i | Spn PMK inh pilot replicates=4.5;MK inhibit pilot replicates=0.0;Spn DPM-DC inh pilot screen %=0.0
CCOC(=O)c1[nH]c(COC(=O)CCCOc2ccccc2)c(C(=O)OCC)c1C | -16% | . | 4% | 6% | -2% | 12 | 6 | 4% | i
Cc1ccc(NC(=O)N2C(=O)C3(OCCO3)c3ccccc32)cc1 | -3% | -7% | -2% | 7% | -1% | 9 | 2 | 3% | i
CCC(C)c1ccc(NC(=O)c2cccnc2)cc1 (stereo not drawn) | -4% | 13% | 8% | 20% | 17% | 4 | 4 | 29% | i | Spn PMK inh pilot replicates=1.0;MK inhibit pilot replicates=0.0;Spn DPM-DC inh pilot screen %=0.0
CC(C(=O)N1CCCc2c1c(=O)oc1ccc(O)cc21)N1CCc2ccccc2C1 (stereo not drawn) | -6% | 14% | -4% | 2% | 2% | 3 | 16 | -13% | i
CCC(NC(C)C)C(O)c1ccc(O)c(O)c1 (stereo not drawn) | 7% | 5% | 28% | 15% | 15% | 0 | 4 | 3% | i | Spn PMK inh pilot replicates=1.5;MK inhibit pilot replicates=5.0;Spn DPM-DC inh pilot screen %=1.5
Cc1ccccc1C(=O)NCCN=C1NS(=O)(=O)c2ccccc21 | 4% | -5% | . | 9% | -1% | 5 | 3 | 3% | i
CCCN1CCN(C(=O)Cn2ncc3ccccc32)CC1 | -5% | 9% | 5% | 12% | -2% | 0 | 2 | 0% | i
CC(=O)Oc1cc(OC(C)=O)c2c(C)cc(=O)oc2c1 | -2% | . | -5% | 7% | 21% | 0 | 0 | 5% | .
c1coc(-c2nn3c(Cn4nnc5ccccc54)nnc3s2)c1 | -4% | . | -2% | 0% | 2% | 4 | 0 | 14% | i
CCC(C)C(=O)Nc1c2c(nc3c1CCC3)CCCC2 (stereo not drawn) | -2% | -22% | 0% | 12% | -2% | 2 | 6 | -6% | i
O=C(COC(=O)c1ccc[nH]c1=O)c1ccc(Cl)s1 | -6% | 6% | -1% | 2% | -14% | 7 | 0 | -10% | i
O=C1CSC2(CCCCC2)N1CCO | -2% | . | -2% | 8% | -23% | 10 | 5 | -22% | i
COC(=O)c1ccc(NC2=CC(=O)CC(C)(C)C2)cc1 | -1% | -3% | 3% | 15% | . | 9 | 14 | . | i
COC(=O)c1cccc(Oc2nc3c(c(=O)n(C)c(=O)n3C)n2C(C)C)c1 | 0% | 4% | . | 17% | -2% | 0 | 4 | -1% | i | Spn PMK inh pilot replicates=4.0;MK inhibit pilot replicates=0.0;Spn DPM-DC inh pilot screen %=0.0
Cc1ccc(NC(=O)c2cccc(N3C(=O)CCC3=O)c2)nc1 | 2% | -8% | -2% | 0% | 8% | 0 | 9 | -13% | i
CC(C)OCCCNC(=O)c1cc2c(=O)n(C)c3ccccc3c2n1C | -4% | 4% | 6% | 0% | 14% | 15 | 5 | -1% | i

Molecules from the list above that contain a halogen:
SMILES | Bfl-1 displacement | LYP inhibition | HT1080 viability | TNAP inhibition | HPDE-C7 viability | Spn PMK inh | MK inhibit | KRASV12 cytotoxicity | Spn DPM-DC inh | others
Cc1nn(Cc2ccccc2)c(C)c1NC(=O)CSc1nnc(-c2cc(Cl)ccc2O)n1C | -10% | -4% | 8% | 5% | -6% | 0 | 8 | -16% | i
Cn1c(=O)c2c(nc(CN3CCN(CCO)CC3)n2Cc2ccccc2Cl)n(C)c1=O | -3% | 9% | -10% | 2% | 1% | 16 | 11 | 6% | i
CC1CCc2c(nc3ncnn3c2N2CCN(c3ccccc3F)CC2)C1 (stereo not drawn) | 3% | 9% | -6% | 14% | 0% | 10 | 0 | -6% | i
O=C(Nc1cnn(Cc2ccc(F)cc2)c1)c1cnccn1 | 7% | 12% | 2% | 12% | -14% | 5 | 8 | -8% | i | Spn PMK inh pilot replicates=5.0;MK inhibit pilot replicates=4.0;Spn DPM-DC inh pilot screen %=0.0
O=C1C2CCCN2C(c2ccccc2)N1c1ccc(F)cc1 (stereo not drawn) | 0% | 8% | -4% | 6% | 3% | 0 | 8 | 5% | i
COc1cccc(N2C(=O)N(c3ccccc3Cl)C3CS(=O)(=O)CC32)c1 (stereo not drawn) | -5% | 1% | 10% | 16% | -12% | 0 | 3 | -16% | i | Spn PMK inh pilot replicates=4.5;MK inhibit pilot replicates=0.0;Spn DPM-DC inh pilot screen %=0.0
O=C(COC(=O)c1ccc[nH]c1=O)c1ccc(Cl)s1 | -6% | 6% | -1% | 2% | -14% | 7 | 0 | -10% | i

Screening results deposited in PubChem BioAssay by several laboratories.
